ASM inhibitor = blocks human secretory acid sphingomyelinase; P17405; placental ASM, HMU-PC fluorogenic substrate, 60 min; Potency, µM (doses to about 57.5 µM), for inactives: at the highest dose activity change, negative = inhibition, hits mostly inhibitors; actives 0.006% (n = 340,000); AID 504937; note: potency is the fitted concentration of half-maximal effect
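Fluorescence read-out (Ex 386 nm, Em 447 nm) after stopping the reaction at pH 10. Enzyme: ASM from human placenta; substrate HMU-PC0, 9 uM final; 60 min, 37 °C. Compound preincubation 10 min, ambient temperature.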
BCR signal inh = inhibitors of chronic active B-cell receptor signaling; Potency, µM (series often up to 46.1 µM), inactives show at the top dose ratio change, negative = lower green/red ratio, usual class: inhibitors; ABC-DLBCL IkBa-CBG/CBR reporter, luminescence ratio, 4 h; actives 0.05% (n = 340,000); active = well fitted inhibition curve with a large enough effect in the signal ratio, with a control signal flat, not every such curve was filed as active; inconclusive = small, poorly fitted or top-dose-only effect, or effect the other way, or a change in a side signal; the % refers to the signal ratio;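 note: potency is the fitted concentration of half-maximal effect; plate controls were basal doxycycline-induced cells for no effect and cells given 10 µM MG132 for full effect; MG132 reads +100%, hits lower the ratio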
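Cell line TMD8 (human ABC DLBCL), stably expressing tet-inducible CBG68-IkBa fusion and CBR; IMDM/0.5% FBS; cpd up to 46 uM; dox induction, 4 h, 37C/5% CO2; dual luminescence; green/red ratio; MG132 control.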
Eya2 phos inh = Eya2 (human) phosphatase inhibition. O00167. actives 0.006% (n = 330,000). recombinant Eya2, OMFP fluorescence dephosphorylation (OMFP is methylfluorescein phosphate). Potency, µM (highest dose often 76.9 µM), for the others: at the highest dose activity, negative = inhibition, actives largely listed as inhibitors; note: potency is the fitted concentration of half-maximal effect; % is set by controls: 0 for no effect and ±100 for the full control effect
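Eya2 protein (added as 0.2 uM solution) was preincubated with compound for 10 min at ambient temperature in 50 mM HEPES pH 7.5, 50 mM NaCl, 5 uM MgCl2, 0.05% BSA, 1 mM DTT. OMFP (added at 50 uM) then reacted 10 min; fluorescence read at 485/525 nm.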
Mito fusion act = mitochondrial division inhibition or fusion activation; Potency, µM (highest dose often 46.1 µM), for the others: at the top dose growth rescue (activation), hits mostly activators; S. cerevisiae fusion-defective mutant growth rescue, CellTiterGlo 48 h; actives 0.23% (n = 320,000); AID 485298;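 note: potency is the fitted concentration of half-maximal effect; % of control where 0% means no effect; nearly all actives have a fitted effect of over 45% in size; temperature-sensitive fusion mutants such as fzo1-1 at 37 °C on non-fermentable ethanol glycerol medium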
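Temperature-sensitive fusion-defective S. cerevisiae (e.g. fzo1-1, mgm1-5) were grown with compound in YPEG medium (3% ethanol, 3% glycerol) for 48 hours at 37C. Growth rescue was measured as viability by CellTiterGlo luminescence after 10 minutes at ambient.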
TSG101-PTAP inh = blocks PTAP/TSG101 interaction to inhibit HIV-1 budding; Fluorescence polarization, FITC-PTAP peptide / Tsg101 binding; Potency, µM (titrated, usually from 115 µM), without a hit: at the top dose activity change, negative = inhibition, hits mostly inhibitors; 340,000 tested, under 10 active; active = well fitted inhibition curve with a large enough effect in the main read-out, with a control signal flat, not every such curve was filed as active; inconclusive = small, poorly fitted or top-dose-only effect, or effect the other way, or a change in a side signal; inactive = no such curve, though single readings can be large or run the other way; note: potency is the fitted concentration of half-maximal effect; % of control where 0% means no effect
Target sequence (Q99816 whole entry, looked up): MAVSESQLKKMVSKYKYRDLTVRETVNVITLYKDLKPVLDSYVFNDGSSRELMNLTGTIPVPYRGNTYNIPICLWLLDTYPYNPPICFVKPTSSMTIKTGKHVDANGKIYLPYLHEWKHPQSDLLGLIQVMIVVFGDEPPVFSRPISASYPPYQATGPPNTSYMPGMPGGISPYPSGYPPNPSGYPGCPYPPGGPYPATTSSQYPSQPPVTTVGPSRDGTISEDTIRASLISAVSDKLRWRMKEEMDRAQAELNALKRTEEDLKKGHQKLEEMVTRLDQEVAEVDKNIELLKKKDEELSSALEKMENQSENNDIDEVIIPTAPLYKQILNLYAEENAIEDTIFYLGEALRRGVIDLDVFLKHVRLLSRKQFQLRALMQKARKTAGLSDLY
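Compounds were pin-transferred onto Tsg101 binding domain (10 uM final) in HEPES pH 7.5 buffer, then FITC-PTAP peptide was added at 50 nM final. After 20 min at RT, polarization reported peptide displacement across a qHTS concentration series.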
ELG1 repair inh = blocks ELG1-dependent DNA repair in HEK293T cells | HEK293T ELG1-luciferase reporter, luminescence, 16 h; DNA damage induced by 5-fluorouridine | actives 2.3% (n = 330,000) | AID 504467 | Potency, µM (top dose mostly 46.1 µM), inactives show top-dose activity change, negative = inhibition, actives largely listed as inhibitors; note: potency is the fitted concentration of half-maximal effect; % is set by controls: 0 for no effect and ±100 for the full control effect; nearly all actives have a fitted effect of over 55% in size
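Overnight (16 hr) co-exposure of 2,000 cells/well to 5-fluorouridine and compound at 37 °C preceded detection. Luciferase was quantified via ONE-Glo luminescence; loss of signal denotes inhibition.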
Tb PFK inh = inhibitors of T. brucei phosphofructokinase; O15648; T. brucei PFK, ADP-Glo luminescence; Potency, µM (doses to about 57.5 µM), inactives show at the highest dose activity, negative = inhibition, usual class: inhibitors; actives 0.17% (n = 330,000); AID 485367;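 note: potency is the fitted concentration of half-maximal effect; 0% = uninhibited 1x PFK enzyme wells and -100% = no-enzyme wells; nearly all actives have a fitted effect of over 60% in size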
Target sequence (O15648 whole entry, looked up): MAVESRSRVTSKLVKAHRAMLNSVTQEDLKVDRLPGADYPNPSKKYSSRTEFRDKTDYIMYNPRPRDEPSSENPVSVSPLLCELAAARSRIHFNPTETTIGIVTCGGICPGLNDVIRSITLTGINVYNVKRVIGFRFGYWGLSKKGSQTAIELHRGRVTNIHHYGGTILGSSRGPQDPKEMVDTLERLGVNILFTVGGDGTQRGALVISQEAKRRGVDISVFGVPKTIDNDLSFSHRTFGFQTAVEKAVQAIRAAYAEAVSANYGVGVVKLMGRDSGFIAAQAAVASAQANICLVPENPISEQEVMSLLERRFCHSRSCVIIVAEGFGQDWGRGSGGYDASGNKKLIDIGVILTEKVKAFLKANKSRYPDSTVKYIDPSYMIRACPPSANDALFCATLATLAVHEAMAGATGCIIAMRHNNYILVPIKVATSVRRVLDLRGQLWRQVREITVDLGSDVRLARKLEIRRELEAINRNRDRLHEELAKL
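Activity is normalized to no-enzyme wells (full inhibition) and 1.25 nM enzyme wells (no inhibition). Reaction: 0.5 mM F6P, 0.1 mM ATP, 45 min RT, ADP-Glo luminescence; concentration-response curves fitted and classed by quality.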
a7 integrin act = activators of alpha7 integrin expression for muscular dystrophy; alpha7betagal myoblasts, beta-gal FDG fluorescence, 48 h; actives 0.064% (n = 350,000); Potency, µM (top dose mostly 38.3 µM), for inactives: at the top dose activation, most hits filed as activators;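 note: potency is the fitted concentration of half-maximal effect; 100% = response of the positive control SU9516; nearly all actives have a fitted effect of over 60% in size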
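Alpha7betagal+/- myoblasts (passage 13) were plated 16-24 hr, then exposed to compounds (1:260 dilution of DMSO stock) for 48 hours at 37C. After MPER lysis, β-galactosidase reporter activity was read as FDG fluorescence (ex 480/em 540) after 30 minutes.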
TSHR antag = blocks TSH signaling through the human TSH receptor; AID 504810; activity change, negative = inhibition, % at 11.5 µM; actives 0.2% (n = 330,000); P16473; TSHR-expressing cells, TSH-stimulated cAMP HTRF, 2 h; active compounds read low;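 active = activity change below a set negative limit, meaning inhibition stronger than a set level, cut at about -70% in these data; inconclusive = activity change between two set negative limits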; note: % is set by controls: 0 for no effect and ±100 for the full control effect
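TSHR-expressing cells were treated with compounds, then stimulated with TSH at EC80 (4nM final) for 2 hours at 37 deg C. Cellular cAMP was measured by HTRF competition between lysate cAMP and cAMP-d2 for a cryptate-labelled anti-cAMP antibody.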
TCR act = T cell receptor activation. 330,000 tested, under 10 active. Potency, µM (titrated, usually from 9.22 µM), inactives show at the top dose activation of IL-2 secretion, hits mostly activators. primary human leukocytes, anti-CD3, IL-2 HTRF, 48 h; note: % of control where 0% means no effect
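Using a-CD3 beads without co-stimulation, primary human leukocytes were exposed to compounds for 48 hr. An HTRF IL-2 kit measured the cytokine, with europium-to-d2 energy transfer producing emission at 665nm upon 320nm excitation.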
AT treatment = potential ataxia-telangiectasia treatments restoring KAP-1 phosphorylation | […] A-T fibroblasts, KAP-1 phosphorylation AlphaLISA; neocarzinostatin DNA damage 30 min before lysis | Potency, µM (doses to about 57.5 µM), without a hit: top-dose activation, usual class: activators | actives 0.19% (n = 320,000) | AID 485349; note: potency is the fitted concentration of half-maximal effect; % of control where 0% means no effect; nearly all actives have a fitted effect of over 45% in size
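ATM-like activity read as KAP-1 phosphorylation via AlphaLISA donor/acceptor antibody pairs after lysis and 6 hr at 25C. Cells were ATM-null patient fibroblasts ([…], hTERT), dosed 60 min, then exposed to the DSB inducer NCS for 30 min.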
Numbers without * were called inactive; [ ] = another dose, or the depositor's remark. Unless noted, calls come from the whole dose curve; as a rule, active = well fitted curve in the direction sought with a large enough effect; inconclusive = small, poorly fitted or top-dose-only effect, or another doubt; inactive = no such curve, though single readings can be large; an effect the other way counts as inactive or inconclusive.

Results for CC(=O)c1ccc(NC(=O)COC(=O)c2ccccc2N=Nc2ccc(N(C)C)cc2)cc1 ?
ASM inhibitor: -21%; BCR signal inh: inconclusive; Eya2 phos inh: -1%; Mito fusion act: 10%; TSG101-PTAP inh: -1%; ELG1 repair inh: -28%; Tb PFK inh: 2%; a7 integrin act: -22%; TSHR antag: 1; TCR act: 0%[46.1 µM]; AT treatment: 8%

What do the screens show for `CCC(C)C1C(C#N)=C(N)OC2=C1C(=O)CC(C)(C)C2` (stereo not drawn)?
ASM inhibitor: 1%; BCR signal inh: 0%; Eya2 phos inh: -8%; Mito fusion act: 12%; TSG101-PTAP inh: -7%; ELG1 repair inh: inconclusive; Tb PFK inh: -10%; a7 integrin act: -6%; TSHR antag: 5; TCR act: -4%[46.1 µM]; AT treatment: 0%

What do the screens show for `Cn1c(=O)c(C(=O)CN2CCOCC2)c(N)n(Cc2ccccc2)c1=O`?
ASM inhibitor: 3%; BCR signal inh: -9%; Eya2 phos inh: -15%; Mito fusion act: -2%; TSG101-PTAP inh: -7%; ELG1 repair inh: 23%; Tb PFK inh: 0%; a7 integrin act: 0%; TSHR antag: -2; TCR act: -9%; AT treatment: 2%

How did COc1cccc(N2C(=O)N(c3ccccc3)C3CS(=O)(=O)CC32)c1 (stereo not drawn) do in these assays?
ASM inhibitor: 1%; BCR signal inh: 1%; Eya2 phos inh: 3%; Mito fusion act: 3%; TSG101-PTAP inh: -10%; ELG1 repair inh: -10%; Tb PFK inh: -4%; a7 integrin act: 18%; TSHR antag: -2; TCR act: 1%; AT treatment: 10%

How did CCCc1nc2oc3c(NCCN(C)C)ncnc3c2c2c1CCCC2 do in these assays?
ASM inhibitor: -15%; BCR signal inh: inconclusive; Eya2 phos inh: -1%; Mito fusion act: -1%; TSG101-PTAP inh: -12%; ELG1 repair inh: -6%; Tb PFK inh: 5%; a7 integrin act: -62%[inhibitor]; TSHR antag: -11; TCR act: -21%; AT treatment: -1%

Results for Cc1ccc(NC(=O)CSc2nnc(Cc3ccccc3)o2)cc1 ?
ASM inhibitor: -4%; BCR signal inh: 10%; Eya2 phos inh: -10%; Mito fusion act: -5%; TSG101-PTAP inh: 0%; ELG1 repair inh: 30%; Tb PFK inh: -4%; a7 integrin act: 2%; TSHR antag: -6; TCR act: 1%; AT treatment: 4%

How did CC(=O)Cc1nsc(NC(=O)c2ccc(Cl)cc2Cl)n1 do in these assays?
ASM inhibitor: 4%; BCR signal inh: inconclusive; Eya2 phos inh: -22%; Mito fusion act: -5%; TSG101-PTAP inh: 2%; ELG1 repair inh: inconclusive; Tb PFK inh: -1%; a7 integrin act: 0%; TSHR antag: -10; TCR act: -58%; AT treatment: 1%

Results for C=CCN1C(=O)c2ccc(C(=O)N3CCC(C(N)=O)CC3)cc2C1=O ?
ASM inhibitor: -3%; BCR signal inh: -1%; Eya2 phos inh: -1%; Mito fusion act: 3%; TSG101-PTAP inh: -1%; ELG1 repair inh: 8%; Tb PFK inh: 2%; a7 integrin act: 0%; TSHR antag: -11; TCR act: 6%; AT treatment: 0%

How did CCOC(=O)C1CCCN(C(=O)c2cc(Cl)ccc2Cl)C1 (stereo not drawn) do in these assays?
ASM inhibitor: 6%; BCR signal inh: 8%; Eya2 phos inh: -9%; Mito fusion act: 19%; TSG101-PTAP inh: -3%; ELG1 repair inh: -26%; Tb PFK inh: -6%; a7 integrin act: -20%; TSHR antag: -4; TCR act: -2%; AT treatment: 4%

What do the screens show for `COc1ccc(NC(=O)COc2cccc(C(F)(F)F)c2)cn1`?
ASM inhibitor: 1%; BCR signal inh: 1%; Eya2 phos inh: -9%; Mito fusion act: -9%; TSG101-PTAP inh: -25%; ELG1 repair inh: 14%; Tb PFK inh: 1%; a7 integrin act: inconclusive; TSHR antag: -10; TCR act: -1%; AT treatment: 0%

What do the screens show for `Cc1ccc2c(c1)C(c1ccccc1)N(C(=O)C(C)C)CC(=O)N2` (stereo not drawn)?
ASM inhibitor: 0%; BCR signal inh: 3%; Eya2 phos inh: -35%; Mito fusion act: 5%; TSG101-PTAP inh: -5%; ELG1 repair inh: -1%; Tb PFK inh: 1%; a7 integrin act: -10%; TSHR antag: -11; TCR act: 3%; AT treatment: -1%

What do the screens show for `C=CCSc1nnc(NC(=O)C2CC(=O)N(Cc3ccc(C)cc3)C2)s1` (stereo not drawn)?
ASM inhibitor: -11%; BCR signal inh: 1%; Eya2 phos inh: 15%; Mito fusion act: -2%; TSG101-PTAP inh: -8%; ELG1 repair inh: -2%; Tb PFK inh: 10%; a7 integrin act: 0%; TSHR antag: -13; TCR act: 3%; AT treatment: -1%

What do the screens show for `Cc1ccc(OCCNC(=O)c2ccccc2SCC(=O)N2CCCC2)cc1`?
ASM inhibitor: 3%; BCR signal inh: 9%; Eya2 phos inh: 13%; Mito fusion act: 3%; TSG101-PTAP inh: -3%; ELG1 repair inh: 13%; Tb PFK inh: -4%; a7 integrin act: -24%; TSHR antag: 13; TCR act: 1%; AT treatment: -9%

What do the screens show for `CCOC(=O)C1(CCCc2ccccc2)CCN(Cc2ccn[nH]2)CC1`?
ASM inhibitor: -1%; BCR signal inh: -6%; Eya2 phos inh: 6%; Mito fusion act: -3%; TSG101-PTAP inh: -5%; ELG1 repair inh: -18%; Tb PFK inh: -4%; a7 integrin act: 16%; TSHR antag: -9; AT treatment: 1%

What do the screens show for `Cc1ccc(-c2csc(NC(=O)c3cccc(N4C(=O)CCC4=O)c3)n2)o1`?
ASM inhibitor: inconclusive; BCR signal inh: inconclusive; Eya2 phos inh: -23%; Mito fusion act: -4%; TSG101-PTAP inh: -6%; ELG1 repair inh: -17%; Tb PFK inh: 26%; a7 integrin act: 7%; TSHR antag: -7; TCR act: 3%[46.1 µM]; AT treatment: -1%

Results for O=C(NCC(c1ccco1)N1CCN(c2ccccc2F)CC1)C(=O)NC1CCCC1 (stereo not drawn) ?
ASM inhibitor: -7%; BCR signal inh: -11%; Eya2 phos inh: -4%; Mito fusion act: 12%; TSG101-PTAP inh: -4%; ELG1 repair inh: -27%; Tb PFK inh: 7%; a7 integrin act: 0%; TSHR antag: 4; TCR act: 1%; AT treatment: -1%

Results for CCn1ccnc1CN(C)C(=O)C1CCC(=O)N(Cc2cccc(F)c2)C1 (stereo not drawn) ?
ASM inhibitor: 0%; BCR signal inh: -7%; Eya2 phos inh: -4%; Mito fusion act: -8%; TSG101-PTAP inh: 3%; ELG1 repair inh: 0%; Tb PFK inh: -1%; a7 integrin act: 11%; TSHR antag: 4; TCR act: -2%; AT treatment: 3%

How did C=CCc1ccccc1OCCSc1nc2ccc([N+](=O)[O-])cc2s1 do in these assays?
ASM inhibitor: -16%; BCR signal inh: 6%; Eya2 phos inh: 8%; Mito fusion act: 4%; TSG101-PTAP inh: 5%; ELG1 repair inh: 12%; Tb PFK inh: -3%; a7 integrin act: 3%; TSHR antag: -1; TCR act: -1%[46.1 µM]; AT treatment: 11%

Results for CCn1ncc(C2=NOC(C(=O)NCCc3ccccc3)C2)c1C (stereo not drawn) ?
ASM inhibitor: -1%; BCR signal inh: 16%; Eya2 phos inh: 4%; Mito fusion act: 1%; TSG101-PTAP inh: 1%; ELG1 repair inh: 0%; Tb PFK inh: 1%; a7 integrin act: 2%; TSHR antag: 0; TCR act: -1%; AT treatment: 2%

Source: PubChem (National Center for Advancing Translational Sciences (NCATS))
